CDK5 inh – blocks human CDK5/p35 kinase activity | Q00535+Q15078 | Recombinant CDK5/p35, ADP-Glo luminescence, 60 min | inhibition, % at 10 µM | hit rate 0.01% among 330,000 | AID 488839;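 active = highest replicate inhibition of at least 50% and at least 75% of replicates reaching 50%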;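 also: plate controls were DMSO neutral control for no effect and GW8510 at 10 µM for full effect; many of its hits are not listed in these tables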
Rtt109 HAT inh – inhibitors of Candida albicans Rtt109/Vps75 histone acetyltransferase. Q5AAJ8. purified Rtt109/Vps75, ThioGlo CoA-SH fluorescence, 4 h. inhibition, % at 34.9 µM. hit rate 0.16% among 330,000. AID 540336;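 active = inhibition of at least 50% in every replicate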
PvdQ acylase – P. aeruginosa PvdQ acylase inhibition; purified PvdQ acylase, fluorescence plate reader; AID 488965; inhibition, % at 10 µM; hit rate 0.063% among 340,000; in the data active = inhibition above about 30%, passing the limit was not always enough;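 also: 0% = vehicle neutral wells and 100% = reference inhibitor wells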
Keap1-Nrf2 PPI – disrupts human Keap1 binding to Nrf2 peptide | Keap1 Kelch-Nrf2 peptide fluorescence polarization, 1536-well | Q14145 | inhibition, % at 9.4 µM | hit rate 0.15% among 340,000; in the data active = inhibition above about 12%;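 also: human Keap1 Kelch domain with fluorescein labeled Nrf2 9mer peptide probe; 0% = neutral control wells and 100% = peptide positive control; higher means more block of Keap1 binding to Nrf2 peptide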
Target sequence (Q14145 whole entry, looked up, the tested form may be a part): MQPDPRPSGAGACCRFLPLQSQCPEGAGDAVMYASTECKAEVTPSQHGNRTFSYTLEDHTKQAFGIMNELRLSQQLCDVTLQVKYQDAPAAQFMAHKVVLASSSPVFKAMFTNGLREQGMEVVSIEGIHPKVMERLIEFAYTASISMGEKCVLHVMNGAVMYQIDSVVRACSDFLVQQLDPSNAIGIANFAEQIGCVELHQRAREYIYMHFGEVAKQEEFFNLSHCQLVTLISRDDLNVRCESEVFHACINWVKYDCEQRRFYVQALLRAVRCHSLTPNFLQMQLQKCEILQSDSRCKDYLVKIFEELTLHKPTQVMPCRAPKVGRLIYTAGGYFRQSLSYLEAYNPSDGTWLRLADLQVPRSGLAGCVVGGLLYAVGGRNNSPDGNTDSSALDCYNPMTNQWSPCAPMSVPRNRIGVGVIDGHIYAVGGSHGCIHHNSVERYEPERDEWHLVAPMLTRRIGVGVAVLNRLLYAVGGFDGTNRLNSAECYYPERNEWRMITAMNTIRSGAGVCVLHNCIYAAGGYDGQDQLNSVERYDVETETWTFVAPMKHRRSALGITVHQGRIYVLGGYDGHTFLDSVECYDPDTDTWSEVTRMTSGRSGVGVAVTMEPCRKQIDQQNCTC
Cardiac RTF inh – cardiac RTF calcium desensitization | inhibition, % at 7.15 µM | P19429+P45379 | IANBD-labeled cardiac RTF, Ca2+ fluorescence | AID 493244 | hit rate 0.12% among 340,000;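 active = inhibition above the mean inhibition of all tested compounds plus 3 SD, cut at about 17% in these data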;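 also: assay run at fixed EC70 calcium of 1.6 mM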
LANA DNA inh – KSHV C-LANA DNA binding inhibition. MBP-C-LANA/FAM-LBS DNA binding, fluorescence polarization. inhibition, % at 9 µM. hit rate 0.078% among 340,000. AID 504423;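 active = highest replicate inhibition at or above 60% at 9 µM, even if other replicates fall short; inactive = all replicates below 60% inhibition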;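 also: 0% = neutral control wells and 100% = 4 µM acridine orange control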
NSD2 HMT inh – NSD2 (human) methyltransferase inhibition; O96028; NSD2 peptide methylation, AlphaScreen, 120 min; inhibition, % at 12.5 µM; hit rate 0.54% among 310,000; AID 743445; in the data active = inhibition above about 50%
dFosB act – activators of mouse delta FosB homodimer; P13346; purified delta FosB, TAMRA-CDK5 oligo fluorescence polarization; percent of positive-control signal above neutral wells; activation, % at 25 µM; hit rate 0.99% among 340,000;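 active = mean activation above about 17%, with every replicate also reaching it, limit read from the data, passing the limit was not always enough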;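 also: fluorescence polarization rise as delta FosB binds a TAMRA Cdk5 AP-1 oligo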
PfHsp90 yeast 2 – inhibits growth of yeast expressing Plasmodium falciparum Hsp90 | S. cerevisiae expressing PfHsp90, BacTiter-Glo ATP, 48 h; yeast lacking PDR1 and PDR3 efflux regulators | inhibition, % at 9.4 µM | hit rate 0.32% among 310,000;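 active = every replicate shows inhibition above about 80%, whatever the replicate mean, limit read from the data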;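 also: 0% = DMSO neutral controls and 100% = 20 µM radicicol positive controls; yeast relying on Plasmodium falciparum Hsp90 in place of its own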
cardiac RTF act – cardiac RTF calcium sensitization; P19429+P45379; activation, % at 7.2 µM; hit rate 0.24% among 340,000; IANBD-labeled TnC RTF fluorescence at EC20 calcium; 0% EC20 calcium, 100% full calcium;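 active = activation above the mean over all tested compounds plus 3 SD, cut at about 30% in these data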;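 also: rise in fluorescence read as greater calcium sensitivity of cardiac thin filaments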
Mot1-301 SUMO – SUMOylation pathway inhibition by Mot1-301 growth rescue; S. cerevisiae Mot1-301 growth rescue, ATP luminescence, 38.5C; percent above DMSO median, 100 means doubled; growth rescue, % at 18.8 µM; hit rate 1% among 320,000; AID 2716;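 active = every valid replicate shows activation above 250% relative to neutral control wells; inactive = the rest, any valid replicate at or below 250%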;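 also: OY570 slx delta 5 strain wells were the positive control but not used for scaling; some compounds called inactive have numbers as strong as hits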
* hit, by the source's call; · = not tested or not shown.

cpd	SMILES	CDK5 inh	Rtt109 HAT inh	PvdQ acylase	Keap1-Nrf2 PPI	Cardiac RTF inh	LANA DNA inh
1	O=C(CN1C(=O)S/C(=C\c2ccccc2)C1=O)NNC(=O)c1ccccc1O	-1.9	3.8	-2.8	-1.0	0.9	-0.2
2	CCN(CC)CCNc1nc2c(c(=O)n(C)c(=O)n2C)n1C/C=C(/C)Cl	-0.9	-1.3	-8.3	-2.5	-3.2	-0.8
3	O=C1N[C@@H](c2ccccc2)COC(=O)[C@H](Cc2ccc(F)cc2)C/C=C\C[C@H]1CC(=O)N(CCO)Cc1ccccc1	-2.0	-3.7	-17.6	-4.0	5.3	0.1
4	O=C(CN1c2cccc3cccc(c23)S1(=O)=O)Nc1ccc(F)c(F)c1F	2.3	1.4	-12.5	-4.0	-4.9	0.8
5	COc1ccc(CCNCc2ccccc2N2CCCC2)cc1	-0.8	3.6	-11.9	-8.6	-7.6	1.4
6	Cc1nc(SCC(=O)NCC(F)(F)F)c2c(-c3cccs3)csc2n1	-0.4	21.7	8.4	-3.3	10.9	-0.6
7	Cc1ccc2c(ccc(=S)n2C)c1	3.8	6.6	-14.5	-0.7	-26.8	-1.3
8	O=C(/C=C/c1ccc(F)cc1)NCCCN1CCN(CCCNC(=O)/C=C/c2ccc(F)cc2)CC1	-1.2	-3.7	1.8	-3.0	0.5	1.0
9	CCCNC1=C(C)C(=O)CC1	1.3	-6.7	-12.8	-0.4	-15.4	1.4
10	O=C(Nc1cc(S(=O)(=O)N2CCOCC2)ccc1N1CCOCC1)c1cc(=O)[nH]c2ccccc12	0.2	-4.2	-2.3	-3.6	-8.1	0.0

cpd	NSD2 HMT inh	dFosB act	PfHsp90 yeast 2	cardiac RTF act	Mot1-301 SUMO
1	17.7	48.1*	-10.9	-3.7	2.1
2	3.9	-2.1	-17.5	-4.4	0.2
3	·	-13.9	7.9	1.3	·
4	·	-11.5	-4.1	6.8	-11.5
5	·	0.9	11.7	-2.7	-8.8
6	1.2	-7.0	-8.5	-4.0	-4.7
7	0.1	-8.8	-8.4	10.6	-8.3
8	-1.0	-4.2	-16.3	-5.3	-10.3
9	-3.9	-2.5	-10.7	0.8	5.3
10	-5.5	-4.3	-9.7	-3.0	22.7

Next entries
cpd	SMILES	CDK5 inh	Rtt109 HAT inh	PvdQ acylase	Keap1-Nrf2 PPI	Cardiac RTF inh	LANA DNA inh
11	CCOC(=O)c1ccc(N2C(=O)CC(N3CCN(C(=O)c4ccco4)CC3)C2=O)cc1 (configuration not stated)	0.6	4.6	-15.6	2.8	-3.5	-0.7
12	CCN(CC)C(=O)CSc1nc2c(sc(=S)n2-c2ccc(C)cc2C)c(=O)[nH]1	-0.8	-3.5	-2.8	0.1	-3.2	-0.4
13	Cc1ccc(-c2nnc(SCC(=O)N3CCCC3)o2)cc1	1.9	-5.1	-8.6	-6.2	4.9	1.0
14	C/C(CC(=O)NCc1ccccc1Cl)=N/NC(=O)c1ccccn1	-0.7	-4.9	-10.1	-4.1	-12.6	1.7
15	C[N+]1(CC#CC(O)(c2ccccc2)c2ccccc2)CCCC1	-1.1	-17.0	-2.9	1.5	-3.2	-0.5
16	CC/C(=N\NC(=O)c1ccc(-c2ccccc2)cc1)C12CC3CC(CC(C3)C1)C2	-0.9	-1.5	-8.6	5.4	-6.7	-0.8
17	COc1ccccc1CNC(=O)CCC(=O)Nc1nnc(C)s1	-3.8	8.7	-16.1	-3.3	-5.2	1.1
18	CC(C)c1nnc(NC(=O)CCC(=O)N2CCN(c3ccc(Cl)cc3)CC2)s1	1.1	-16.7	-17.6	-3.2	-6.1	-1.2
19	CCN(CC)C1=CC(=[N+]2CCCC2)CC(C)(C)C1	-0.6	-13.2	0.5	-0.6	3.1	-0.2
20	O=S(=O)(Nc1ccccc1F)c1ccc2nsnc2c1	-4.0	-1.1	1.1	0.3	-1.4	1.4
21	Cc1ccc(-n2c(C)cc(C(=S)N3CCOCC3)c2C)cc1C	9.6	-4.9	6.4	0.2	3.2	0.4

cpd	NSD2 HMT inh	dFosB act	PfHsp90 yeast 2	cardiac RTF act	Mot1-301 SUMO
11	-0.2	-1.8	-14.9	-8.4	-13.3
12	7.9	1.4	0.9	-3.5	7.2
13	-2.2	-5.3	-4.5	3.2	21.8
14	3.9	-4.4	0.0	-4.8	-9.0
15	-4.9	4.7	8.5	2.8	-2.7
16	-0.8	-4.2	15.6	-0.8	59.8
17	-0.4	0.0	3.7	6.0	-7.7
18	4.4	-6.0	-5.8	-1.1	-9.8
19	6.0	5.2	19.5	3.6	-13.6
20	-0.7	-6.1	2.0	-0.3	23.4
21	4.2	-7.0	29.0	5.1	-1.4

Among those listed so far, these contain four or more nitrogen atoms.
cpd	SMILES	CDK5 inh	Rtt109 HAT inh	PvdQ acylase	Keap1-Nrf2 PPI	Cardiac RTF inh	LANA DNA inh
2	CCN(CC)CCNc1nc2c(c(=O)n(C)c(=O)n2C)n1C/C=C(/C)Cl	-0.9	-1.3	-8.3	-2.5	-3.2	-0.8
8	O=C(/C=C/c1ccc(F)cc1)NCCCN1CCN(CCCNC(=O)/C=C/c2ccc(F)cc2)CC1	-1.2	-3.7	1.8	-3.0	0.5	1.0
10	O=C(Nc1cc(S(=O)(=O)N2CCOCC2)ccc1N1CCOCC1)c1cc(=O)[nH]c2ccccc12	0.2	-4.2	-2.3	-3.6	-8.1	0.0
12	CCN(CC)C(=O)CSc1nc2c(sc(=S)n2-c2ccc(C)cc2C)c(=O)[nH]1	-0.8	-3.5	-2.8	0.1	-3.2	-0.4
14	C/C(CC(=O)NCc1ccccc1Cl)=N/NC(=O)c1ccccn1	-0.7	-4.9	-10.1	-4.1	-12.6	1.7
17	COc1ccccc1CNC(=O)CCC(=O)Nc1nnc(C)s1	-3.8	8.7	-16.1	-3.3	-5.2	1.1
18	CC(C)c1nnc(NC(=O)CCC(=O)N2CCN(c3ccc(Cl)cc3)CC2)s1	1.1	-16.7	-17.6	-3.2	-6.1	-1.2

cpd	NSD2 HMT inh	dFosB act	PfHsp90 yeast 2	cardiac RTF act	Mot1-301 SUMO
2	3.9	-2.1	-17.5	-4.4	0.2
8	-1.0	-4.2	-16.3	-5.3	-10.3
10	-5.5	-4.3	-9.7	-3.0	22.7
12	7.9	1.4	0.9	-3.5	7.2
14	3.9	-4.4	0.0	-4.8	-9.0
17	-0.4	0.0	3.7	6.0	-7.7
18	4.4	-6.0	-5.8	-1.1	-9.8
